BoNT A protease – blocks Botulinum neurotoxin A light chain protease. AID 588499. inhibition, % at 10 µM. multiplex microsphere protease substrate cleavage, flow cytometry. 0.17% of 360,000 active; further: plate controls were buffer without enzyme for full effect and enzyme alone for no effect
PfHsp40 yeast – rescue of PfHsp40-mediated yeast toxicity | 0.68% of 340,000 active | growth rescue, % at 12.5 µM | S. cerevisiae expressing PfHsp40, growth rescue, ATP luminescence; in the data active means growth rescue above about 28%, passing the limit was not always enough; inconclusive means no clear call, values can overlap the other calls;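 further: yeast W303a lacking pdr1 and pdr3 grown in galactose medium; growth measured after three days at 30 °C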
Y pestis TopoI – blocks Yersinia pestis topoisomerase I activity. Y. pestis Topo-I cleavage product accumulation, plate reader. activity, % at 10 µM. 0.064% of 360,000 active. AID 504884; in the data active means activity above about 50%, passing the limit was not always enough; inconclusive means no clear call, values can overlap the other calls; further: inactives centre near 2
TcdB inh – blocks C. difficile toxin B glycohydrolase activity; P18177; AID 652162; 0.24% of 350,000 active; inhibition, % at 9.99 µM; TcdB glycohydrolase enzymatic assay, plate reader; in the data active means inhibition above about 10%
BoNT F protease – blocks Botulinum neurotoxin F light chain protease; 0.22% of 360,000 active; Multiplex microsphere protease cleavage assay, flow cytometry; AID 588497; inhibition, % at 10 µM; in the data active means inhibition above about 35%, passing the limit was not always enough; inconclusive means no clear call, values can overlap the other calls; further: plate controls were buffer without enzyme for full effect and enzyme alone for no effect
Anthrax LF prot – blocks Bacillus anthracis lethal factor protease; multiplex microsphere protease cleavage assay, LF; inhibition, % at 10 µM; P15917; 0.12% of 360,000 active; further: plate controls were buffer without enzyme for full effect and enzyme alone for no effect
FadD28 FP inh – inhibitors of Mycobacterium tuberculosis FadD28 bisubstrate binding. FadD28 bisubstrate probe binding, fluorescence polarization. 0.22% of 360,000 active. inhibition, % at 12.5 µM; in the data active means inhibition above about 8.5%, passing the limit was not always enough; inconclusive means no clear call, values can overlap the other calls
CCHFV vOTU inh – CCHFV vOTU protease inhibition. Pep-AMC fluorescence. inhibition, % at 11.5 µM. 0.55% of 370,000 active; in the data active means inhibition above about 30%; further: 0% = vehicle wells with enzyme and 100% = no enzyme wells
PrPC surface inh – inhibitors of human cell surface prion protein PrPC; 0.43% of 370,000 active; P04156; inhibition, % at 13.8 µM; TR-FRET read-out; AID 720596; in the data active means inhibition above about 24%; further: 0% = median of the test wells and 100% = reference compound wells
An asterisk follows results filed as active; u = inconclusive; x = no result given; & = joins results of further samples. Unless noted, no stated cut-off is given here; in the data, active means inhibition above about 30%; inconclusive means no clear call, values can overlap the other calls; inactive means below that. Compounds were not picked by outcome (roughly 2.3% active in at least one column).

| SMILES | BoNT A protease | PfHsp40 yeast | Y pestis TopoI | TcdB inh | BoNT F protease | Anthrax LF prot | FadD28 FP inh | CCHFV vOTU inh | PrPC surface inh |
| --- | --- | --- | --- | --- | --- | --- | --- | --- | --- |
| CCCCn1c(N)c(N(CC(C)C)C(=O)c2cc3ccccc3cc2OC)c(=O)[nH]c1=O | -4.9 | -0.3 | -7 | 1.2 | -6 | -4 | -1.8 | 2 | -1 |
| O=c1c2cccnc2[nH]c(=S)n1CCCN1CCN(c2ccccc2F)CC1 | -0.1 | -0.6 | 2 | x | 8 | 0 | -5.5 | -16 | -12 |
| CCOC(=O)c1sc(N)nc1C(F)(F)F | 0.0 | -0.3 | -4 | -0.7 | -5 | -4 | -2.6 | 7 | -4 |
| Cc1cc(F)ccc1-c1cc(C(=O)NCC2CCCCC2)[nH]n1 | -0.3 | x | 1 | 0.9 | -5 | -3 | -1.2 | 9 | 11 |
| O=C(N/N=C/c1cccc([N+](=O)[O-])c1)C1COc2ccccc2O1 (stereo not given) | -1.3 | 0.2 | 1 | -0.8 | -10 | -8 | 0.8 | 10 | -2 |
| COc1ccc(CCNC(=O)C(=O)N2CCCC2)cc1OC | 0.2 | -0.6 | -1 | 1.5 | -4 | 2 | -3.5 | -13 | 9 |
| CNS(=O)(=O)Cc1ccc2[nH]cc(CCN(C)C)c2c1 | -0.3&-0.3 | 1.5&0.3 | -3&5 | 0.1&1.6 | -7&0 | -7&0 | -2.6&-2.3 | 0&2 | -6&-6 |
| CC(C)c1ccc(OCC(=O)N2CCN(c3ccccn3)CC2)c(Br)c1 | -1.3 | 0.7 | 31 | -0.5 | -5 | 3 | -0.7 | 5 | -2 |
| COc1ccc2oc3cc(NCCN(C)C)ccc3c(=O)c2c1 | 0.2 | x | x | 0.8 | -7 | -9 | -3.0 | -425 | 11 |
| CC(C)(C)NC(=O)N1CCn2cccc2C1c1ccccc1F (stereo not given) | 0.0 | -0.5 | 6 | 1.0 | -16 | -4 | -0.9 | 17 | 5 |
| COC(=O)[C@@]12CCCN1[C@H](c1ccc(-c3ccccc3)c(OC)c1)[C@H]1C(=O)N(C)C(=O)[C@H]12 | -1.1 | 0.9 | 12 | 0.9 | -6 | -9 | 0.8 | -5 | 2 |
| Nc1nnc(SCC(=O)NC23CC4CC(CC(C4)C2)C3)s1 | -1.0 | 0.1 | 13 | x | -1 | -4 | -3.4 | 5 | -5 |
| COc1ccc(NC(=O)C(=O)NCC(c2ccco2)N2CCc3ccccc32)cc1 (stereo not given) | 2.4 | 0.0 | -4 | x | 3 | -5 | 0.1 | x | x |
| CCc1ccc(NC(=O)C2CCN(S(=O)(=O)c3ccc4c(c3)CC(C)N4C(C)=O)CC2)cc1 (stereo not given) | -0.3 | 0.1 | 12 | 0.6 | 1 | 1 | -3.6 | 9 | -7 |
| O=S(=O)(NCC1CCCO1)c1cccc(S(=O)(=O)N2CCCC2)c1 (stereo not given) | -0.1 | 1.3 | -1 | x | -3 | -1 | -3.5 | -1 | 9 |

One compound at a time, as listed above. Screens in order: BoNT A protease, PfHsp40 yeast, Y pestis TopoI, TcdB inh, BoNT F protease, Anthrax LF prot, FadD28 FP inh, CCHFV vOTU inh, PrPC surface inh
CC(C)c1ccc(OCC(=O)N2CCN(c3ccccn3)CC2)c(Br)c1 is entered as -1.3, 0.7, 31, -0.5, -5, 3, -0.7, 5, -2
Nc1nnc(SCC(=O)NC23CC4CC(CC(C4)C2)C3)s1 is entered as -1.0, 0.1, 13, x, -1, -4, -3.4, 5, -5
O=c1c2cccnc2[nH]c(=S)n1CCCN1CCN(c2ccccc2F)CC1 is entered as -0.1, -0.6, 2, x, 8, 0, -5.5, -16, -12

New compounds follow:
| SMILES | BoNT A protease | PfHsp40 yeast | Y pestis TopoI | TcdB inh | BoNT F protease | Anthrax LF prot | FadD28 FP inh | CCHFV vOTU inh | PrPC surface inh |
| --- | --- | --- | --- | --- | --- | --- | --- | --- | --- |
| CN1CCN(C(=O)c2ccccc2NC(=O)CCN2C(=O)c3ccccc3C2=O)CC1 | -0.2 | -1.1 | 6 | x | -21 | -1 | -0.2 | 16 | 4 |
| CCCn1c(-c2ccccc2)cc(SC)c(C#N)c1=O | -1.3 | -1.3 | -13 | 0.2 | -7 | -2 | -2.7 | -11 | 0 |
| Cc1cc(C)n(S(=O)(=O)c2ccc(F)cc2)n1 | -5.3 | -1.1 | -10 | -0.2 | u | -8 | -3.0 | 4 | 4 |
| CNc1cnc(-c2ccc(O)c(OC)c2)cn1 | -0.4 | x | 0 | -38 | -6 | 1 | -3.7 | 1 | -6 |
| CN1CCN(c2nc(-c3cccc([N+](=O)[O-])c3)nc3ccccc23)CC1 | 2.7 | -1.2 | -2 | 1.2 | 5 | 11 | -1.4 | 6 | -16 |
| CCCNC(=O)c1cccc(Cn2cc(Br)c([N+](=O)[O-])n2)c1 | 0.0 | -1.1 | -5 | x | -9 | 0 | -3.5 | -4 | -12 |
| CCCOc1ccc(F)cc1-c1cc(C(=O)Nc2cc(OC)c(OC)c(OC)c2)[nH]n1 | 0.2 | x | 8 | 0.6 | -7 | 2 | -2.8 | 16 | -4 |
| Cc1ccc(/C=N/NC(=O)c2ccc(-n3cnnn3)cc2)cc1 | -6.9 | 0.6 | -1 | 1.5 | u | -3 | -4.8 | 11 | 2 |
| O=C(NCCOCc1ccc(Cl)cc1)c1ncn[nH]1 | 0.0 | 0.0 | -5 | x | 1 | 0 | -0.6 | -14 | -4 |
| CC1CCC(NC(=O)COc2ccccc2C(N)=O)CC1 (stereo not given) | 0.3 | -0.2 | -6 | x | 4 | -1 | -2.4 | -3 | 3 |
| COc1ccc(NC(=S)N2CCC(NC(=O)c3ccc(F)cc3)CC2)cc1 | -1.0 | 4.9 | -8 | 1.7 | 2 | -1 | -4.0 | 1 | 3 |
| COc1ccc(-n2ncc3c(NCc4ccco4)ncnc32)cc1 | -1.4 | 2.6 | -7 | x | -4 | 0 | -2.1 | 3 | 8 |
| CCOc1ccc(-c2cccc(NC(=O)c3ccc(Br)o3)c2)nn1 | -0.1 | 0.8 | 7 | 6.5 | 7 | -2 | -2.1 | -6 | -8 |
| NC(=O)c1c(-c2ccc(Cl)cc2Cl)csc1NC(=O)Cc1ccccc1 | 0.1 | 0.2 | 11 | x | -2 | 1 | -0.2 | 6 | 10 |
| CCOc1ccc(C(=O)NC(=S)Nc2ccc(NC(=O)c3ccco3)c(C)c2)cc1[N+](=O)[O-] | 0.2 | 1.1 | 41 | x | 10 | -3 | -0.5 | -2 | -5 |

More results
| SMILES | BoNT A protease | PfHsp40 yeast | Y pestis TopoI | TcdB inh | BoNT F protease | Anthrax LF prot | FadD28 FP inh | CCHFV vOTU inh | PrPC surface inh |
| --- | --- | --- | --- | --- | --- | --- | --- | --- | --- |
| CS(=O)(=O)Nc1ccccc1C(=O)NCc1ccco1 | 0.8 | 0.7 | 3 | x | -4 | -2 | -3.5 | -1 | -1 |
| COc1cc(CCCN2C(=S)NC[C@@H]2Cc2ccccc2)cc(OC)c1OC | -0.1 | -0.4 | 18 | 1.1 | -5 | -2 | -3.1 | 6 | -1 |
| O=C(Nc1nnc(CCc2ccccc2)s1)c1cccc(F)c1 | 0.7 | -1.3 | 2 | 0.5 | -12 | -1 | -3.0 | -12 | -1 |
| CC(C)(C)NC(=S)N1CCC2CC1c1cc(-c3ccc4c(c3)OCO4)ccc12 (stereo not given) | 0.3 | x | x | 0.6 | -16 | -6 | -1.4 | 17 | -14 |
| Cc1c(C(=O)O)cnc2cc(-c3ccc(Cl)cc3)nn12 | -0.6 | 0.5 | -11 | 1.5 | -9 | -5 | -1.2 | 1 | -4 |
| O=C(O)C1C2CCC(C2)C1C(=O)NCCc1cccc(Cl)c1 (stereo not given) | -3.1 | 0.2 | 2 | 0.2 | 12 | 0 | -3.5 | -7 | 1 |
| CN(NC(=O)NN(C)C(=O)c1ccccc1)C(=O)c1ccccc1 | 0.4 | -1.0 | -5 | -1.9 | 2 | 4 | -0.5 | 13 | 2 |
| CC1CCCC(C)N1C(=O)COc1ccc(-c2nnco2)cc1 (stereo not given) | 0.4 | -1.4 | -5 | x | 2 | 0 | -0.3 | 7 | 2 |
| COCCCn1c(SCC(=O)NC2CCCC2)nnc1-c1ccccc1 | 1.5 | 1.0 | 3 | 1.5 | -2 | -2 | -3.7 | 3 | 4 |
| Cc1ccc(Cl)cc1N1CCN(C(=O)c2cc3c(=O)[nH]c4ccccc4c3n2C)CC1 | 0.0 | -2.0 | -3 | x | 1 | 1 | -2.9 | 2 | 7 |
| Cc1ccc(Cl)cc1NC(=O)c1cc2ccccc2cc1O | -0.2 | 0.3 | 8 | 2.7 | 4 | -4 | -1.9 | 3 | -1 |
| O=C(CNC(=O)C1CCCCC1)OCn1nnc2ccccc2c1=O | -0.5 | -1.0 | 9 | 0.5 | -4 | -3 | -2.7 | 4 | -8 |
| O=C(NC(=S)N1CCCCCC1)C1CC1 | -0.7 | 0.1 | 2 | 0.0 | 0 | 2 | -2.5 | 8 | 6 |
| COc1ccc(CCNC(=O)c2sc3ccccc3c2Cl)cc1OC | 0.7 | 7.5 | -5 | 1.8 | 0 | -2 | -1.7 | -1 | -3 |
| COC(=O)c1ccc(-c2c(-c3ccccc3)ncc3cc(F)ccc23)cc1 | -0.9 | 0.5 | 26 | 0.2 | -10 | -1 | -4.0 | 7 | 2 |

Retrieved by compound from the list above:
| SMILES | BoNT A protease | PfHsp40 yeast | Y pestis TopoI | TcdB inh | BoNT F protease | Anthrax LF prot | FadD28 FP inh | CCHFV vOTU inh | PrPC surface inh |
| --- | --- | --- | --- | --- | --- | --- | --- | --- | --- |
| CC1CCCC(C)N1C(=O)COc1ccc(-c2nnco2)cc1 (stereo not given) | 0.4 | -1.4 | -5 | x | 2 | 0 | -0.3 | 7 | 2 |
| O=C(O)C1C2CCC(C2)C1C(=O)NCCc1cccc(Cl)c1 (stereo not given) | -3.1 | 0.2 | 2 | 0.2 | 12 | 0 | -3.5 | -7 | 1 |
| Cc1c(C(=O)O)cnc2cc(-c3ccc(Cl)cc3)nn12 | -0.6 | 0.5 | -11 | 1.5 | -9 | -5 | -1.2 | 1 | -4 |

Three structures from above, sorted by molecular weight, largest number first.
| SMILES | BoNT A protease | PfHsp40 yeast | Y pestis TopoI | TcdB inh | BoNT F protease | Anthrax LF prot | FadD28 FP inh | CCHFV vOTU inh | PrPC surface inh |
| --- | --- | --- | --- | --- | --- | --- | --- | --- | --- |
| COC(=O)c1ccc(-c2c(-c3ccccc3)ncc3cc(F)ccc23)cc1 | -0.9 | 0.5 | 26 | 0.2 | -10 | -1 | -4.0 | 7 | 2 |
| O=C(CNC(=O)C1CCCCC1)OCn1nnc2ccccc2c1=O | -0.5 | -1.0 | 9 | 0.5 | -4 | -3 | -2.7 | 4 | -8 |
| Cc1c(C(=O)O)cnc2cc(-c3ccc(Cl)cc3)nn12 | -0.6 | 0.5 | -11 | 1.5 | -9 | -5 | -1.2 | 1 | -4 |

Further compounds follow.
| SMILES | BoNT A protease | PfHsp40 yeast | Y pestis TopoI | TcdB inh | BoNT F protease | Anthrax LF prot | FadD28 FP inh | CCHFV vOTU inh | PrPC surface inh |
| --- | --- | --- | --- | --- | --- | --- | --- | --- | --- |
| COc1ccc(Cl)cc1NC(=O)C1CC(=O)N(c2ccc(F)cc2)C1 (stereo not given) | 0.4 | -0.1 | 4 | x | -2 | -2 | -2.6 | -2 | -12 |
| N#Cc1cc([N+](=O)[O-])ccc1N1CCCC1 | 0.3 | 2.0 | -3 | -1.7 | -2 | -2 | -0.8 | 5 | -34 |
| CCOC(=O)NC(=O)CN1C(=O)NC(C)(c2ccccc2)C1=O (stereo not given) | 0.1 | 0.2 | -5 | x | -3 | 2 | -2.8 | -12 | -1 |
| Cc1ccc(NS(=O)(=O)c2ccc3[nH]c(=O)oc3c2)c(C)c1 | -5.5 | -1.0 | -6 | 0.3 | -10 | -4 | 0.7 | 2 | 1 |

Assay outcomes deposited in PubChem by several laboratories.
